# Rab2 wt GTP = changes GTP binding to wildtype dog Rab2A, up or down | P61105 | GST-Rab2 wt beads, Bodipy-GTP binding, flow cytometry | GTP binding activity, % at 10 µM | 190,000 compounds, 0.19% hits;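 active = GTP binding activity at least 20 points away from 100%, either lowered or raised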;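 note: 0% = beads with excess unlabeled GTP and 100% = no-compound control corrected for plate trend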
# Bim-Bcl-W = disrupts Bim peptide binding to human Bcl-W | inhibition, % at 10 µM | Q92843 | 190,000 compounds, 0.02% hits | bead-based flow cytometry;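 note: 0% = bound tracer without compound and 100% = peptide blocker; higher means less fluorescent Bim peptide bound to Bcl-W beads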
# Target sequence (Q92843 whole entry, looked up): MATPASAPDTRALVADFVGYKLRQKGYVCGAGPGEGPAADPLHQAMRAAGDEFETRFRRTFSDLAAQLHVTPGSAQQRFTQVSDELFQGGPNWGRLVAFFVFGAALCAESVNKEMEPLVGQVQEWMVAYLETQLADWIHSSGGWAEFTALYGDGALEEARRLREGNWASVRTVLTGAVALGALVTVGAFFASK
# Bim-Bcl-B = inhibitors of Bim-Bcl-B interaction, human | AID 951 | bead-based flow cytometry, Bim peptide-Bcl-B binding | inhibition, % at 10 µM | 190,000 compounds, 0.073% hits | Q9HD36;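 note: 0% = tracer peptide without compound and 100% = reference inhibitor peptide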
# Target sequence (Q9HD36 whole entry, looked up): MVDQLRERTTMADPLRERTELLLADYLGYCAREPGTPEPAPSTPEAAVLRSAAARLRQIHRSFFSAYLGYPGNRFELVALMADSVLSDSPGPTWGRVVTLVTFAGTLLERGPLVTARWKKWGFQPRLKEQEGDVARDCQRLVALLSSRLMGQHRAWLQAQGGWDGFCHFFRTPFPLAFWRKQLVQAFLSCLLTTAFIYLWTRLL
# Bcl-2 Bim block = human Bim-Bcl-2 interaction inhibition; inhibition, % at 10 µM; AID 950; 190,000 compounds, 0.06% hits; Bead-based flow cytometry, Bim peptide-Bcl-2 binding; in the data active = inhibition above about 40%;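 note: 0% = no compound wells with probe peptide and 100% = reference peptide inhibitor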
# Target sequence (P10415 whole entry, looked up): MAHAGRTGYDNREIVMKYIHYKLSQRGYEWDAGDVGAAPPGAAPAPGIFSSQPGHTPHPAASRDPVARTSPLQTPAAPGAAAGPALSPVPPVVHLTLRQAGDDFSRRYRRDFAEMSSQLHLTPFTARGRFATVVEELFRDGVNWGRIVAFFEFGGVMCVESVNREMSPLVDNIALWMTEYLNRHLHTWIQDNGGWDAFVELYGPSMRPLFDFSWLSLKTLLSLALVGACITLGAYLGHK
# Bim-Bfl-1 = disrupts Bim binding to human Bfl-1; 190,000 compounds, 0.12% hits; Bead-based flow cytometry, Bim-Bfl-1 binding inhibition; inhibition, % at 10 µM;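 note: 0% = wells without compound plus tracer and 100% = blocker peptide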
# Cdc42 wt GTP = changes GTP binding to wildtype human Cdc42 | percent activity (GTP binding), % at 10 µM | GST-Cdc42 beads, Bodipy-GTP binding, flow cytometry; actives lie on both sides | 190,000 compounds, 0.2% hits | P60953;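 active = percent activity GTP binding at least 20 points away from the 100% baseline, either down as inhibitor or up as activator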;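 note: median bead fluorescence of bound Bodipy-FL-GTP at 100 nM; 0% = excess unlabeled GTP control and 100% = no compound control; below 100% means less GTP binding so inhibitor and above means activator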
# Rac1 mut GTP = alters GTP binding to activated mutant human Rac1 | GST-Rac1 activated beads, fluorescent GTP binding, flow cytometry; actives lie on both sides; 100% means binding = to untreated wells | percent activity (GTP binding), % at 10 µM | 190,000 compounds, 0.11% hits | AID 764;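 active = GTP binding at least 20 percentage points away from the 100% baseline, in either direction, so actives lie on both sides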
# Rab7 wt modul = alters GTP binding to wildtype dog Rab7. GST-Rab7 beads, fluorescent GTP binding, flow cytometry; actives lie on both sides; untreated = 100%, excess cold GTP = 0%. GTP binding activity (percent of control), % at 10 µM. 190,000 compounds, 0.055% hits. AID 758;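 active = fluorescent GTP binding to Rab7 beads changed by at least 20 points from the 100% baseline, either direction, mostly lower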;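 note: median green fluorescence of bound Bodipy-FL-GTP per Rab7 bead population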
# Rac1 wt modul = modulators of human Rac1 wildtype GTP binding; P63000; GST-Rac1 beads, fluorescent GTP binding, flow cytometry; actives lie on both sides; 0 = cold GTP competed, 100 = untreated; GTP binding activity (% of control), % at 10 µM; 190,000 compounds, 0.27% hits;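 active = GTP binding activity at least 20 points away from the 100% control level, either lower or higher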
# HRas wt GTP = changes GTP binding to wildtype human HRas; P01112; GST-Ras wt beads, Bodipy-FL-GTP binding, flow cytometry; actives lie on both sides; GTP binding activity, % at 10 µM; 190,000 compounds, 0.14% hits;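 active = GTP binding activity at least 20% away from the 100% baseline, either lowered as inhibitor or raised as activator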;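 note: 0% = unlabeled GTP competition control and 100% = no-compound control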
# Target sequence (P01112 whole entry, looked up): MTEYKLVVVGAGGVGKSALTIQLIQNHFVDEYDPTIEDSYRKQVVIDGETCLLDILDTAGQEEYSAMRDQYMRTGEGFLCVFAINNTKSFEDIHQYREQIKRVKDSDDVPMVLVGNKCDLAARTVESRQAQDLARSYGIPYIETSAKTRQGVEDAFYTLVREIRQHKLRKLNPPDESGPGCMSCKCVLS
# Bcl-XL Bim block = disrupts Bim peptide binding to human Bcl-XL | bead flow cytometry, fluorescence | inhibition, % at 10 µM | AID 1007 | Q07817 | 190,000 compounds, 0.04% hits
# Starred values were filed as active, the others as inactive. Cut-off read from the data, not from the text of the source, unless noted: active = inhibition above about 40%. Random draw from the library (roughly 0.62% active in at least one column).
nr	compound	Rab2 wt GTP	Bim-Bcl-W	Bim-Bcl-B	Bcl-2 Bim block	Bim-Bfl-1	Cdc42 wt GTP
1	CC(Oc1ccccc1)c1ccnc2nc(N3CCOCC3)nn12 (stereo not given)	94	0	-1	-2	-1	96
2	CC1=C(C(=O)N2CCCCC2)C(c2cccs2)NC(=O)N1 (stereo not given)	97	-8	-12	-11	-22	102
3	COCc1ccc(CN2CCCC(CO)(Cc3ccccc3)C2)o1 (stereo not given)	97	0	-2	-1	-8	98
4	COc1ccc(N2CCN(C(=O)c3ccc(N4C(=O)NC5CC4(C)Oc4ccccc45)cc3)CC2)cc1 (stereo not given)	102	0	-9	-9	-15	101
5	CCOc1ccc(NC(=O)C2CCC(CNc3c(N4CCOCC4)c(=O)c3=O)CC2)cc1 (stereo not given)	99	3	-9	-10	-13	99
6	CCOCCCNC(=O)C(Cc1ccccc1)NC(=O)c1ccco1 (stereo not given)	102	0	0	-2	0	100
7	CCC(=O)OC1CC(C)N(C(=O)c2ccccc2)c2ccc(C)cc21 (stereo not given)	98	0	-5	-7	-12	99
8	COC(=O)c1ccc2c(c1)C(=O)N(C1CCCCC1)C2=O	100	0	0	-4	-2	100
9	COC(=O)Cn1cc(C(=O)C2CC2)c2ccccc21	96	-2	-6	-7	-10	100
10	COc1ccccc1NC(=S)N(Cc1cccs1)C1CCCC1	98	0	-2	0	-5	96

nr	Rac1 mut GTP	Rab7 wt modul	Rac1 wt modul	HRas wt GTP	Bcl-XL Bim block
1	92	97	92	92	-3
2	98	95	106	99	-10
3	98	95	100	97	0
4	100	102	108	102	-8
5	100	99	100	100	-1
6	97	100	98	99	0
7	100	100	103	99	1
8	97	100	98	100	-1
9	96	96	97	98	-4
10	95	95	103	98	-1

# (listing goes on)
nr	compound	Rab2 wt GTP	Bim-Bcl-W	Bim-Bcl-B	Bcl-2 Bim block	Bim-Bfl-1	Cdc42 wt GTP
11	Cc1ccc(-c2cc3nc(-c4ccccc4)cc(N4CCOCC4)n3n2)cc1	102	-5	-8	-7	-3	100
12	CCOC(=O)c1c(C)[nH]c(C)c1C(=O)COC(=O)/C=C/c1ccc(Cl)cc1	101	0	-2	0	0	103
13	CCCCNC(=S)NNC(=O)c1nn(C)c(C)c1Cl	99	-7	-47	-4	4	99
14	Cc1ccc(N2C(=O)CN(Cc3cccs3)C2=S)cc1C	97	-2	0	-1	3	92
15	CC1CCCCN1C(=O)Nc1cccc(C(F)(F)F)c1 (stereo not given)	102	-2	-4	1	-2	103
16	C=CCNC(=O)c1onc(CSc2ccccc2C)c1C(=O)O	93	0	-7	-9	-15	93
17	O=C(Cn1nnc(-c2ccncc2)n1)NCCc1ccccc1	101	-2	-5	-3	-1	99
18	S=c1[nH]nc(C2CCCCC2)n1/N=C/c1cccs1	95	3	-11	-1	0	99
19	O=C(O)c1ccc(N2C(=O)C3ON(c4ccccc4)C(c4ccccc4F)C3C2=O)cc1 (stereo not given)	95	-6	-5	-4	-8	98
20	Cc1cccc(N2C(N)=NC(N)=NC23CCCCC3)c1	101	-1	-3	-1	-3	100

nr	Rac1 mut GTP	Rab7 wt modul	Rac1 wt modul	HRas wt GTP	Bcl-XL Bim block
11	99	100	104	102	-9
12	97	104	104	100	-1
13	94	98	102	98	-2
14	99	100	96	96	0
15	102	106	106	101	-3
16	91	94	94	96	-5
17	98	101	103	101	-11
18	95	100	99	100	-7
19	94	96	99	97	0
20	96	104	100	100	-5

# Gathered by group, the entries above containing an aryl methoxy group (2)
nr	compound	Rab2 wt GTP	Bim-Bcl-W	Bim-Bcl-B	Bcl-2 Bim block	Bim-Bfl-1	Cdc42 wt GTP
4	COc1ccc(N2CCN(C(=O)c3ccc(N4C(=O)NC5CC4(C)Oc4ccccc45)cc3)CC2)cc1 (stereo not given)	102	0	-9	-9	-15	101
10	COc1ccccc1NC(=S)N(Cc1cccs1)C1CCCC1	98	0	-2	0	-5	96

nr	Rac1 mut GTP	Rab7 wt modul	Rac1 wt modul	HRas wt GTP	Bcl-XL Bim block
4	100	102	108	102	-8
10	95	95	103	98	-1

# Carrying on:
nr	compound	Rab2 wt GTP	Bim-Bcl-W	Bim-Bcl-B	Bcl-2 Bim block	Bim-Bfl-1	Cdc42 wt GTP
21	CCCCC(CCC(=O)Nc1ccc(C(=O)OC)cc1)C(=O)O (stereo not given)	94	0	-11	-5	-9	100
22	CCn1nc(C)c(NC(=O)/C=C/c2ccc(OC)c(COc3ccc(Cl)cc3Br)c2)c1C	97	-5	-7	0	-2	101
23	Cc1ccc(NC(=O)CSCC(=O)NC2CCCCC2)cc1	99	-4	-7	-5	-13	99
24	O=C(O)Cn1cnc2ccccc2c1=O	102	-1	1	0	0	100
25	O=C(Nc1nccs1)C1CCCN1S(=O)(=O)c1cccc2cccnc12 (stereo not given)	108	-6	-8	-9	-13	110
26	COc1ccc2[nH]c(C)c(CCN(Cc3cccs3)C(=S)Nc3ccc(F)cc3)c2c1	101	0	-7	-6	-9	104
27	c1ccc(Oc2nc(Oc3ccccc3)nc(N3CCOCC3)n2)cc1	102	0	-9	-14	-15	102
28	Cc1ccc2c(c1)nnn2C1CCN(CC(=O)c2ccc(Cl)cc2)CC1	103	0	-7	-7	-10	110
29	CC(C)CC(=O)NC1(C(F)(F)F)C(=O)N(CC(C)C)C2=C1C(=O)CC(C)(C)C2 (stereo not given)	97	0	-7	1	2	98
30	COc1ccccc1NC(=O)Cn1cnc2c(oc3ccccc32)c1=O	98	-2	-2	3	-4	98

nr	Rac1 mut GTP	Rab7 wt modul	Rac1 wt modul	HRas wt GTP	Bcl-XL Bim block
21	94	100	98	95	-5
22	98	98	102	100	-5
23	99	100	105	102	-4
24	99	100	99	104	-2
25	105	102	114	107	-7
26	101	100	104	102	-5
27	100	102	103	102	-4
28	105	100	112	104	-5
29	101	102	104	99	2
30	95	94	101	96	-4

# Compound profiles, from the list above. Values in the order: Rab2 wt GTP | Bim-Bcl-W | Bim-Bcl-B | Bcl-2 Bim block | Bim-Bfl-1 | Cdc42 wt GTP | Rac1 mut GTP | Rab7 wt modul | Rac1 wt modul | HRas wt GTP | Bcl-XL Bim block
# COc1ccc2[nH]c(C)c(CCN(Cc3cccs3)C(=S)Nc3ccc(F)cc3)c2c1 is entered as 101 | 0 | -7 | -6 | -9 | 104 | 101 | 100 | 104 | 102 | -5
# CC(C)CC(=O)NC1(C(F)(F)F)C(=O)N(CC(C)C)C2=C1C(=O)CC(C)(C)C2 (stereo not given) is entered as 97 | 0 | -7 | 1 | 2 | 98 | 101 | 102 | 104 | 99 | 2
# CCCCC(CCC(=O)Nc1ccc(C(=O)OC)cc1)C(=O)O (stereo not given) is entered as 94 | 0 | -11 | -5 | -9 | 100 | 94 | 100 | 98 | 95 | -5
# COc1ccccc1NC(=O)Cn1cnc2c(oc3ccccc32)c1=O is entered as 98 | -2 | -2 | 3 | -4 | 98 | 95 | 94 | 101 | 96 | -4
# O=C(Nc1nccs1)C1CCCN1S(=O)(=O)c1cccc2cccnc12 (stereo not given) is entered as 108 | -6 | -8 | -9 | -13 | 110 | 105 | 102 | 114 | 107 | -7

# (cont.)
nr	compound	Rab2 wt GTP	Bim-Bcl-W	Bim-Bcl-B	Bcl-2 Bim block	Bim-Bfl-1	Cdc42 wt GTP
31	Cc1cc(NS(=O)(=O)c2ccc(NC(=S)NC(=O)c3ccc(Cl)cc3Cl)cc2)no1	97	-2	-10	-7	-13	97
32	CCOc1cc(CN2CCCCC2)ccc1OC	102	0	-6	-3	-14	104
33	Cc1cc(C)c(S(=O)(=O)Nc2c(C)[nH]c(=O)[nH]c2=O)c(C)c1	97	-2	-5	-2	-2	99
34	Cc1nc2ccc(S(=O)(=O)NC(C(=O)N3CCC(C)CC3)C(C)C)cc2s1 (stereo not given)	99	1	-7	-7	-8	100
35	N#Cc1ccc(CSc2nnc(-c3ccccc3)n2Cc2ccco2)cc1	100	-2	-1	-1	-1	100
36	CCOC(=O)Cn1c(=O)oc2cc(S(=O)(=O)NCC3CCCO3)ccc21 (stereo not given)	98	2	-5	-5	-9	100
37	CO/N=C/C(=N\Nc1ccccc1)C(=O)c1ccccc1	96	-4	-2	-2	-6	97
38	Cc1ccc2c(c1)nnn2C1CCN(S(=O)(=O)c2ccc3ccccc3c2)CC1	101	-5	-6	4	-4	99
39	CC1CCc2c(sc(NC(=O)c3ccc(Cn4cc([N+](=O)[O-])cn4)o3)c2C#N)C1 (stereo not given)	98	1	6	0	1	100
40	CCOC(=O)Cc1csc(NC(=O)c2c(O)c3ccccc3n(CC(C)C)c2=O)n1	96	3	-10	-5	-13	101

nr	Rac1 mut GTP	Rab7 wt modul	Rac1 wt modul	HRas wt GTP	Bcl-XL Bim block
31	97	101	99	97	-7
32	99	102	105	99	-3
33	95	102	96	99	-1
34	97	100	103	98	-4
35	99	100	100	100	-2
36	100	99	107	100	-4
37	94	98	95	96	-5
38	98	97	104	100	-4
39	98	100	103	98	0
40	96	98	102	99	-1

# Remaining list, next part.
nr	compound	Rab2 wt GTP	Bim-Bcl-W	Bim-Bcl-B	Bcl-2 Bim block	Bim-Bfl-1	Cdc42 wt GTP
41	CCS(=O)(=O)N1CCN(CC(=O)NC2CCCCC2)CC1	99	1	1	0	0	100
42	CCCCOC(=O)n1c(=O)oc2ccccc21	102	0	-7	-7	-11	102
43	CCOc1ccccc1Nc1nc(N)nc(CSc2nccc(C)n2)n1	100	-4	-10	-5	-6	101
44	COc1ccc(CNC(=O)c2cccc3c2C(=O)N(Cc2cccnc2)C3)cc1	103	-1	-9	-11	-17	103
45	COC(=O)c1cc2c(-c3ccccc3)cc3ccccn3c-2c1C(=O)OC	100	5	-6	-2	-9	103
46	CC(=O)c1ccc(NC(=O)CN2C(=O)/C(=C/C=C/c3ccccc3)SC2=S)cc1	93	-1	-12	4	1	95
47	COc1cc(C(=O)CSc2nncn2C)cc(OC)c1OC	97	0	-10	-15	-11	98
48	CC(/C=C/c1ccc2c(c1)OCO2)=N/NC(=O)COc1ccc(C)cc1	100	-4	-10	-7	-6	103
49	CCOC(=O)CNC(=O)CSc1nnc(-c2ccc(OC)cc2)n1CC	101	-3	-4	1	-4	100
50	COC(=O)c1c(NC(=O)c2nc3nc(C)cc(C(F)F)n3n2)sc2c1CCC2	103	0	-7	-4	-16	106

nr	Rac1 mut GTP	Rab7 wt modul	Rac1 wt modul	HRas wt GTP	Bcl-XL Bim block
41	95	99	98	99	0
42	99	101	105	102	0
43	98	100	103	100	-9
44	101	98	105	103	-7
45	98	103	104	102	-16
46	97	94	99	93	-2
47	96	101	97	99	-2
48	100	102	104	101	-5
49	98	101	106	101	-4
50	99	102	107	101	-8
